phage Ecoli inh: E. coli growth loss with phage present; growth absorbance; inhibition, % at 11.9 µM; hit rate 0.26% among 360,000; in the data active means inhibition above about 11%
MOR-DOR ag: OPRM1-OPRD1 heterodimerization agonism | activation, % at 9.3 µM | P35372+P41143 | cells, luminescence | hit rate 0.3% among 340,000; in the data active means activation above about 18%;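 further: 0% = vehicle-treated cells and 100% = reference agonist; values of inactives mirror those of a sister screen read the other way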
Target sequence (P35372 whole entry, looked up): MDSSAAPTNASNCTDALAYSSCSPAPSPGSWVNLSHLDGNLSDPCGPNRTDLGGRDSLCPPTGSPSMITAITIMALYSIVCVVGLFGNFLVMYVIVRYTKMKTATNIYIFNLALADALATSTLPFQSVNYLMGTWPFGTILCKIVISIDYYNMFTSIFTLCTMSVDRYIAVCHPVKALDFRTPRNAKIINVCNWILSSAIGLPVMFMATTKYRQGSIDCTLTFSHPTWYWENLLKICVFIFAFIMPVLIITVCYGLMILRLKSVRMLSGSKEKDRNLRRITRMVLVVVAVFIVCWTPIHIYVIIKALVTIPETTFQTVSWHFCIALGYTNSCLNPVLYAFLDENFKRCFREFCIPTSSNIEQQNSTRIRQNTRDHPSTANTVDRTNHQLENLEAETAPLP
Target sequence (P41143 whole entry, looked up): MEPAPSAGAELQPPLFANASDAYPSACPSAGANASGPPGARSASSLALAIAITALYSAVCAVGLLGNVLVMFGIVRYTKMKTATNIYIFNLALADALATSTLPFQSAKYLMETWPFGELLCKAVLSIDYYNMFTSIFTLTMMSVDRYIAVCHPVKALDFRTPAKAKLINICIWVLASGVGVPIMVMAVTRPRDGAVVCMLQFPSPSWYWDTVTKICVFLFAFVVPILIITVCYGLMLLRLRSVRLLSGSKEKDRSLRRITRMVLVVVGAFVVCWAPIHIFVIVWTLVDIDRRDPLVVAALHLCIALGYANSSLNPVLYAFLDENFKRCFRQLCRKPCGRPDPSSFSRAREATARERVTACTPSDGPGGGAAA
HTR5A inv ctr: inverse agonist of human HTR5A in OPRM1-OPRD1 counter-screen; HTR5A cell line, luminescence, inverse agonism; inhibition, % at 9.3 µM; hit rate 0.083% among 340,000; in the data active means inhibition mostly above about 23%, no sharp cut-off; inactive means mostly below about 18%;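 further: 0% = cells with DMSO and 100% = no-cell wells with DMSO; some compounds called inactive have numbers as strong as hits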
PKA-R1A activ: PKA-R1A complex activation. PKA-R1A dissociation, Cy5-IP20 fluorescence polarization; scaled: DMSO 0%, 113 µM cGMP 100%. hit rate 0.083% among 340,000. P00514+P68181. activation, % at 11.4 µM;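 active means percent activation above the mean of all tested compounds plus 3 SD, cut at about 19% in these data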;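 further: higher means more PKAc released from R1A so a rise in polarization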
MOR-DOR inv ag: inverse agonist of human OPRM1-OPRD1 heterodimerization; P35372+P41143; cell-based MOR-DOR heterodimer luminescence, inverse agonism; inhibition, % at 9.3 µM; hit rate 0.21% among 340,000; in the data active means inhibition above about 22%, passing the limit was not always enough;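 further: 0% = cells with DMSO and 100% = wells without cells with DMSO; values of inactives mirror those of a sister screen read the other way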
SUMO Mot1 rescue: blocks SUMOylation pathway, rescuing yeast Mot1-301 growth; S. cerevisiae Mot1-301 growth rescue, ATP luminescence, 38.5C; percent above DMSO median, 100 means doubled; growth rescue, % at 18.8 µM; hit rate 1% among 320,000; AID 2716;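 active means every valid replicate shows activation above 250% relative to neutral control wells; inactive means the rest, any valid replicate at or below 250%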;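 further: OY570 slx delta 5 strain wells were the positive control but not used for scaling; some compounds called inactive have numbers as strong as hits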
AddAB inh: less growth of phage-infected E. coli with AddAB | E. coli expressing H. pylori AddAB, absorbance growth | hit rate 0.29% among 330,000 | inhibition, % at 11.9 µM | AID 435030; in the data active means inhibition above about 12%;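 further: 0% = vehicle wells of infected cells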
HTR5A ag: HTR5A agonism, opioid heterodimer counter-screen. P47898. HTR5A agonist assay, luminescence, cell-based. activation, % at 9.3 µM. hit rate 0.61% among 340,000. AID 504692; in the data active means activation mostly above about 9.5%, no sharp cut-off; inactive means mostly below about 7.6%;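 further: 0% = cells with vehicle only and 100% = reference agonist; strong numbers were not always called active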
PfHsp90 yeast 2: reduces growth (ATP signal) of yeast expressing P. falciparum Hsp90; S. cerevisiae expressing PfHsp90, BacTiter-Glo ATP, 48 h; yeast lacking PDR1 and PDR3 efflux regulators; inhibition, % at 9.4 µM; hit rate 0.32% among 310,000; AID 504621;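 active means every replicate shows inhibition above about 80%, whatever the replicate mean, limit read from the data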;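 further: 0% = DMSO neutral controls and 100% = 20 µM radicicol positive controls; yeast relying on Plasmodium falciparum Hsp90 in place of its own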
Pemphigus Ab inh: human desmoglein-3 autoantibody binding inhibition; P32926; DSG3-coupled beads, scFv-anti-DSG3-GFP binding, flow cytometry; hits give low values; binding (percent of control), % at 10 µM; hit rate 0.48% among 310,000;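 active means binding more than 3 SD below its plate's average and above zero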;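 further: hits lower antibody fragment binding to DSG3; some compounds called inactive have numbers as strong as hits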
Ecoli viability: counter-screen for AddAB inhibitors: E. coli growth inhibition; E. coli V3065 growth, OD600 absorbance, 18 h; inhibition, % at 11.9 µM; AID 449728; hit rate 0.27% among 330,000;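 active means inhibition above the campaign's mean inhibition across all tested compounds plus 3 SD, cut at about 9.9% in these data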;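 further: uninfected addAB+ strain grown without phage in ampicillin broth; 0% = DMSO wells and 100% = ciprofloxacin 0.95 µg/ml wells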
* = called active by the depositor; nt = no result given.

SMILES,phage Ecoli inh,MOR-DOR ag,HTR5A inv ctr,PKA-R1A activ,MOR-DOR inv ag,SUMO Mot1 rescue,AddAB inh,HTR5A ag,PfHsp90 yeast 2,Pemphigus Ab inh,Ecoli viability
COc1cc(/C=C/C(=O)OCC(=O)NC(=O)NC(C)C)cc(S(=O)(=O)N2CCc3ccccc32)c1OC,-0.6,5.7,-18,-3,-27,143,3.3,7,-10,91,0.6
COc1ccc(C(=O)N2CCN(C(=O)C3CCCO3)CC2)cc1[N+](=O)[O-] (centres undefined),1.4,-2.1,3,-1,8,-22,1.2,4,2,nt,-0.6
COc1ccc(C(=O)NCC(C)(C)SCc2c(C)cc(C)cc2C)cc1,1.3,2.9,-12,-10,-17,21,-1.1,5,nt,97,0.4
CN(C)c1cccc(C(=O)N2CCCC(CCC(=O)N3CCN(c4ccccn4)CC3)C2)c1 (centres undefined),1.8,0.0,-19,-8,0,5,0.1,5,1,99,0.7
COc1ccc(N2CC(C(=O)NCc3n[nH]c(=O)c4ccccc34)CC2=O)cc1 (centres undefined),3.5,-1.3,-4,0,8,nt,nt,-10,2,99,nt
C#CCn1cccc(C(=O)Nc2ccc(OC)cc2)c1=O,0.1,-3.1,-10,2,16,-17,1.1,3,6,93,1.5
CC1CCN(CCc2nc3cc(NS(=O)(=O)c4ccc(F)cc4)ccc3n2C)CC1,1.7,-1.5,1,1,9,-5,-1.6,0,-15,93,-1.1
Nc1ccc(-n2cnc3cc([N+](=O)[O-])ccc32)cc1,1.2,-3.1,12,-4,13,9,6.6,-1,-1,103,2.6
C#CCNC(=O)C1=C[C@@H](C)C[C@@H](OCc2ccc(CO)cc2)O1,3.0,-2.4,1,-2,13,14,1.4,-4,-8,99,-0.9
Cc1ccccc1Nc1nc(-c2cccnc2)cs1,3.5,-2.1,9,3,10,13,4.0,-2,3,100,-0.2
CCn1ncc(CN2CCCC(CNC(=O)c3ccc(F)cc3)C2)c1C (centres undefined),2.6,0.2,1,-4,-1,-5,0.3,6,-27,102,-2.6
CCOC(=O)c1c(C)[nH]c(C(=O)Cn2nnc(-c3ccccc3Cl)n2)c1C,0.5,3.1,5,0,-18,3,0.2,6,6,105,2.5
CCC1(c2ccc(F)cc2)NC(=O)N(CC(=O)N2CCN(C(=O)c3cccs3)CC2)C1=O (centres undefined),3.7,-4.6,10,1,22,nt,nt,4,5,101,nt
Cc1cccc(NC(=O)CSc2nc(N)c(NC(=O)c3cccs3)c(=O)[nH]2)c1C,2.1,-1.4,-1,-3,9,9,-0.9,0,0,99,-1.1
O=C(CSc1nc2c([nH]c3ccccc32)c(=O)n1-c1ccccc1F)NCC1CCCO1 (centres undefined),2.4,-12,60*,13,63*,-10,0.6,-18,6,94,2.4
CCCCCCCc1c(O)nc(SCCN2CCOCC2)[nH]c1=O,2.7,-2.7,0,0,14,-14,3.4,0,-11,100,1.0
CCc1ccc(NC(=O)Cn2c(SC)nc3ccccc32)cc1,5.3,nt,nt,-9,nt,14,6.5,nt,15,108,5.3
O=C(CSc1nncs1)NCCCc1ccccc1,5.7,-1.1,0,-10,5,-16,3.6,1,-41,110,-0.8
CCOc1ccccc1-n1c(SCC(=O)N2CCCC2)nnc1-c1ccoc1C,2.0,0.3,8,-2,-2,-4,3.7,4,-17,nt,-1.2
CCN(CC)C(=O)c1cn(-c2ccccc2)nc1-c1ccc2c(c1)OCCO2,3.1,-3.7,1,4,17,-15,-1.1,3,-14,94,-1.5
COc1ccc(/C=N/NC(=O)c2cc(C34CC5CC(CC(C5)C3)C4)[nH]n2)cc1O,-2.4,5.3,9,8,-26,8,2.0,-4,nt,103,0.4
C=CC(=O)NN(C)c1ncc(C(F)(F)F)cc1Cl,1.8,-1.1,-39,-7,6,nt,-1.2,6,4,100,0.6
COC(=O)c1[nH]c2ccc(C)cc2c1NC(=O)NC1CCCCC1,2.3,1.5,-17,4,-8,3,4.0,7,-1,99,-0.2
CCSc1nnc(NC(=O)c2ccc3c(c2)OCO3)s1,3.2,-0.6,13,-11,3,256,1.1,2,16,100,-1.5
CCCOc1ccc(Oc2cc(C)nc(SC)n2)nn1,2.1,0.3,-6,-7,-2,10,0.9,5,-6,98,0.1
O=C(CCN1C(=O)/C(=C/c2ccccc2)SC1=S)NNC(=O)c1cccnc1,2.1,-1.0,-1,0,5,44,2.1,1,-7,nt,-0.3
Cc1ccc(S(=O)(=O)N2CCOCC2)cc1C(=O)NC1CCCC(C)C1C (centres undefined),5.2,0.4,11,12,-2,-1,-1.7,-4,10,100,-1.5
CC(CCc1ccccc1)NC(=O)c1ccccc1F (centres undefined),2.1,0.8,-9,5,-4,6,1.8,3,-27,118,-2.3
COc1ccc(/C=C/C(=O)N2CCN(C)CC2)cc1S(=O)(=O)N1CCCCC1,6.1,-2.7,12,-12,14,12,3.2,7,40,104,-0.1
COc1ccc([C@@H]2[C@@H]3C(=O)N(C(C)(C)C)C(=O)[C@@H]3[C@]3(CC(C)C)C(=O)N(c4cccc(Br)c4)C(=O)N23)cc1,4.0,1.6,-9,0,-9,-9,0.5,0,1,100,-2.4
CC(=O)N[C@@H](Cc1c[nH]c2ccccc12)C(=O)OCC(=O)NCc1ccc2c(c1)OCO2,3.5,0.5,1,-7,-2,221,6.9,0,nt,115,0.4
CC(Oc1ccccc1)C(=O)Nc1ccc(S(=O)(=O)NCC2CCCO2)cc1 (centres undefined),2.1,-1.9,-3,-1,11,11,1.3,-1,-22,107,1.2
Cc1cccc(-c2ncc(CN3CCN(CC(C)C)C(CCO)C3)cn2)c1 (centres undefined),-0.4,0.9,1,-3,-4,-3,0.7,-1,13,106,-3.1
O=C(NCc1ccccc1)c1cccc(S(=O)(=O)NCc2ccccc2)c1,5.2,1.8,5,0,-12,-6,0.2,1,-2,98,0.1
COc1cc(S(=O)(=O)N2CCN(C)CC2)ccc1Cl,4.0,-1.1,-6,0,7,322,4.0,7,-16,99,2.1
COc1ccccc1N1C(=O)C(Cl)=C(Nc2ccccc2O)C1=O,2.5,2.0,-2,-7,-14,nt,nt,1,-15,133,nt
O=C(NCCC1=CCCCC1)C1CCN(S(=O)(=O)c2cccc3cccnc23)CC1,2.6,-2.9,-7,-9,15,187,5.4,2,-1,106,3.0
Cc1ccc(NC(=O)COC(=O)Cn2c(C)csc2=O)cc1C,3.0,-4.5,-14,-2,21,-8,6.6,-1,nt,102,-2.3
CN(C)S(=O)(=O)c1ccc(N2CCCC2)c(C(=O)NNC(=O)COc2ccc(Cl)cc2)c1,1.6,-3.1,9,-5,17,-6,2.8,-1,-5,nt,1.1
CCOc1ccccc1C=C1SC(=S)NC1=O,4.4,-3.6,-17,5,19,nt,nt,4,-7,122,nt
S=C(NCc1ccco1)N1CCOCC1,1.3,-2.3,-12,2,12,1,4.6,2,-20,100,4.1
CCCN(CC(=O)Nc1ccccc1OC)C(=O)CCCN1C(=O)c2ccccc2C1=O,5.3,-1.7,7,-11,8,8,5.3,2,22,96,-0.4
CCOC(=O)C1=C(C)Nc2[nH]c(=O)[nH]c(=O)c2C1c1cccs1 (centres undefined),-0.4,-2.0,6,9,10,-1,0.4,-2,17,97,1.5
O=C(Nc1cc(C(F)(F)F)ccc1Cl)C(Sc1cccc[n+]1[O-])c1ccccc1 (centres undefined),1.9,-0.6,-18,-9,3,308,-0.7,1,-22,107,-0.8
C/C(=N\NS(=O)(=O)c1ccc(Br)cc1)c1cccs1,2.8,-1.2,-4,-1,6,86,1.6,1,-2,nt,1.0
COc1ccccc1NC(=O)c1cc(C)oc1C,1.3,-2.4,-4,0,12,3,-0.2,-1,nt,113,-3.4
CCN(CC)C(=O)CSc1nc2cc3c(cc2c(=O)n1CCCCCC(=O)NCc1ccc(OC)cc1)OCO3,3.4,-1.7,-5,-3,8,6,0.1,3,nt,116,-0.8
O=C(O)c1csc(Br)c1Br,2.9,-1.6,-19,0,9,-17,-0.5,7,3,110,1.6
C=CCn1c(O)c(N=NC(=S)Nc2ccccc2F)c2ccccc21,1.9,-4.6,14,-13,21,nt,-3.9,-5,-125,3.1*,-4.8
Cc1ccc(NC(=O)NCc2ccc3c(c2)OCO3)cc1,4.2,-0.7,-1,10,4,10,-0.6,5,-12,110,-0.9
CC(C)(C)NC(=O)C(c1ccc(O)cc1)N(C(=O)CCC(=O)Nc1nccs1)c1cccc(F)c1 (centres undefined),5.2,0.7,-3,-11,-4,2,1.2,1,3,84,-1.5
CC(Oc1ccccc1)C(=O)OCC(=O)NC(=O)NC1CCCCC1 (centres undefined),2.8,1.9,-21,-9,-8,-11,1.1,8,-5,99,-2.4
COCn1c(-c2ccc(OC)c(OC)c2)nc2ccccc21,1.2,-0.8,-30,8,4,-9,1.5,11,-41,103,2.4
O=C(Nc1nnc(-c2ccc(F)cc2)o1)C1CCCN1S(=O)(=O)c1cccs1 (centres undefined),-3.6,-1.1,0,0,8,7,0.1,3,nt,97,-0.7
CC(=O)NC(CC(=O)Nc1ccc(S(=O)(=O)N2CCOCC2)cc1)c1ccccc1 (centres undefined),2.2,-1.8,2,-5,7,32,1.5,-1,-5,nt,1.9
Cc1ccc(-c2noc(CNc3ccccc3)n2)cc1,0.1,6.1,10,7,-30,45,0.5,-4,20,99,0.7

(next part)
SMILES,phage Ecoli inh,MOR-DOR ag,HTR5A inv ctr,PKA-R1A activ,MOR-DOR inv ag,SUMO Mot1 rescue,AddAB inh,HTR5A ag,PfHsp90 yeast 2,Pemphigus Ab inh,Ecoli viability
O=C(NCCc1ccccc1)C(c1ccc(F)cc1)N(C(=O)c1csnn1)C1CC1 (centres undefined),-0.1,-1.2,1,1,8,-6,1.4,0,-10,94,-1.3
O=C(COC(=O)/C=C/c1ccco1)NCc1ccc(Cl)cc1Cl,0.9,0.6,2,1,-2,4,0.3,0,nt,99,-2.1
O=C(OCCN1C(=O)c2cccc3c(N4CCOCC4)ccc(c23)C1=O)c1ccccc1Cl,0.2,-0.7,-5,-11,3,-2,1.4,7,-2,123,-0.7
O=C(N/C(=C\c1ccc([N+](=O)[O-])cc1)C(=O)N1CCOCC1)c1ccco1,-0.9,-0.5,3,0,4,97,0.3,-1,9,nt,-1.6
COc1ccc(N/C=C/c2nc(SC)nnc2C)cc1,1.6,-3.0,12,-16,15,0,2.4,-5,-1,100,-1.7
Cc1nn(-c2ccccc2)c(Cl)c1C1C(C#N)=C(N)OC2=C1C(=O)CC(C)(C)C2 (centres undefined),0.0,-4.0,7,-5,17,3,3.1,-3,-12,102,0.2
CCO/N=C(/C)c1c(O)c(C)c(-c2ccccc2)n(-c2ccccc2)c1=O,0.2,-1.6,23,-15,9,-11,2.0,-6,2,96,0.6
